# Bioassay records from PubChem.
# hcGAS lum – Primary biochemical luminescence assay for human cyclic GMP-AMP synthase inhibitors; actives 0.081% (n = 290,000); Q8N884; recombinant h-cGAS, ATP depletion, Kinase-Glo luminescence; inhibition, % at 12.5 µM;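 note: 0% = vehicle reaction and 100% = reaction without DNA for no activity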
# Target sequence (Q8N884 whole entry, looked up): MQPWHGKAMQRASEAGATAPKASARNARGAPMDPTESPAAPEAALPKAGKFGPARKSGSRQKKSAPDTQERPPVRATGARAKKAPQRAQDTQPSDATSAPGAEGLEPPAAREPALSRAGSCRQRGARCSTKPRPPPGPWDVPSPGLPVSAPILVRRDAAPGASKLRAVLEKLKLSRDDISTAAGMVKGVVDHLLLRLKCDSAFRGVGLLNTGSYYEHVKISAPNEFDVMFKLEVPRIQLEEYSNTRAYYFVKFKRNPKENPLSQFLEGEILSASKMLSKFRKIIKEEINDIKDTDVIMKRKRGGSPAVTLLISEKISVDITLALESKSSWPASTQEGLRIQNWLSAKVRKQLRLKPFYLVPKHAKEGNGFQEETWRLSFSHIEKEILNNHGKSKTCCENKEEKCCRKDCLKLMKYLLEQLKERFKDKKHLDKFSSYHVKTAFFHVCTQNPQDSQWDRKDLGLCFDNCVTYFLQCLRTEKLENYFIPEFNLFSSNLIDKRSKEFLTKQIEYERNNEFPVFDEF
# mcGAS inh – cyclic GMP-AMP synthase inhibitors, mouse, primary biochemical chemiluminescence; AID 1259399, 2018; recombinant cGAS, Kinase-Glo ATP depletion luminescence; actives 0.15% (n = 160,000); inhibition, % at 12.5 µM; Q8C6L5;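 note: 0% = negative control wells and 100% = reference inhibitor with no enzyme activity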
# NPYLR7 ag – agonists of mosquito NPYLR7 receptor, primary screen, cell-based, Aedes aegypti, calcium fluorescence, mosquito biting behavior; Aedes aegypti neuropeptide Y-like receptor 7 (NPYLR7); HEK293T NPYLR7/Galpha15, GCaMP6s calcium fluorescence; activation, % at 10 µM; actives 0.15% (n = 270,000); AID 1259423, 2018; in the data active = activation above about 40%;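 note: 0% = vehicle and 100% = reference agonist at the receptor; some compounds past the cut are filed as inactive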
# * hit, by the source's call; x = not tested or not shown; & = joins results of further samples. Cut-off read from the data, not from the text of the source, unless noted: active = inhibition above about 40%; inactive = the rest.
Compound	hcGAS lum	mcGAS inh	NPYLR7 ag
CCOC(=O)C1CCN(C(=O)Cc2csc(NC(=O)CN(C(=O)c3ccc(Cl)c(Cl)c3)C(C)C)n2)CC1	-7	-6	10
COc1ccc2o/c(=N\NC(N)=S)c(-c3nc4ccccc4[nH]3)cc2c1	2	x	-2
COc1cccc(CNC(=O)CCc2ccc(-c3ccc(C)cc3C)n2-c2ccc(CC#N)cc2)c1	-4	-8	-1
CCCCOc1ccccc1C1Nc2ccccc2N=C2CC(c3ccccc3)CC(=O)C21 (centres undefined)	-7	-5	-10
O=c1c2c3c(sc2ncn1CC(O)COc1cccc(Br)c1)CCCC3 (centres undefined)	-1	-5	-2
Cc1cc(Cl)cc(Cl)c1CNC(=O)c1cncn1-c1cccc(-c2ccc(Oc3ccccc3)cc2)c1	0	-5	11
Cc1cc(C)cc(-c2nc3cc(C)ccn3c2NC(=O)Cc2ccccc2)c1	-2	-4	-16
CCCCn1nc(C(=O)Nc2cccc(N3CCCC3=O)c2)ccc1=O	-6	x	6
CSc1ccc(S(=O)(=O)N(CC(=O)N2CCOCC2)c2ccc(C)cc2)cc1	-4	-6	-1
COc1ccc(F)cc1S(=O)(=O)NCc1ccc2c(c1)OCO2	1	-6	1
CC1(NC(=S)Nc2ccc(NC(=S)NC3(C)CCS(=O)(=O)C3)cc2)CCS(=O)(=O)C1 (centres undefined)	-5	x	-1
O=C(NCCc1ccccc1)C1=C2c3ccccc3S(=O)(=O)N2CC1	-1	x	9
CCCCCCCCCCCC(=O)N(CCO)CCO	-3	x	-32
Fc1ccc(-c2cnc[nH]2)cc1	3	x	-9
COc1cccc(CN2CCC(n3nc(C)cc3C)C2)c1O (centres undefined)	-5	x	14
CN(C)CCNCc1c(-c2ccccc2)noc1N1CCc2ccccc2C1	-2	x	1
O=C(c1ccccc1C1CCNC1)N1CCC(O)(Cc2ccccc2)CC1 (centres undefined)	-4	x	-1
CCc1cc(N2CCCCC2C)nc(SCc2ccc(C(=O)NCc3ccco3)cc2)n1 (centres undefined)	-3	-7	-5
CCCCC(Nc1nn2cc(C)nc2s1)C1CCC1 (centres undefined)	-16	-15	8
CCc1nc2ccc(C(=O)N3CCNC(=O)C3)cn2c1N(C)C(=O)c1ccncc1	0	0	1
CC1(C)C2(C(=O)N3CCN(c4c5c(nc6ncnn46)CCC5)CC3)CC[C@@]1(C)C(=O)O2	-8	-7	7
OCCOCCNCc1ccc(-c2ccccc2)cc1	-4	-7	-8
Cc1ccc(C2C(C#N)C(=N)SC(=N)C2C#N)cc1 (centres undefined)	-1&14	11&15	7&32
O=C(c1ccccc1)C1CCN(Cc2cc3n(n2)CCCNC3)CC1	-2	-17	3

# In the list so far, 2 have an aryl thioether with sulfur outside any ring:
Compound	hcGAS lum	mcGAS inh	NPYLR7 ag
CSc1ccc(S(=O)(=O)N(CC(=O)N2CCOCC2)c2ccc(C)cc2)cc1	-4	-6	-1
CCc1cc(N2CCCCC2C)nc(SCc2ccc(C(=O)NCc3ccco3)cc2)n1 (centres undefined)	-3	-7	-5

# Additional results:
Compound	hcGAS lum	mcGAS inh	NPYLR7 ag
O=C(O)c1cc(C(=O)O)cc(N2C(=O)CSC2=S)c1	2	x	7
CCCCOc1ccc(-c2nc(C=Nc3ccccc3C#N)c(O)o2)cc1	0	x	-5
COc1ccccc1-n1c(C)nnc1SCc1ccc(C(=O)NCc2ccc3c(c2)OCO3)cc1	-3	-6	14
COc1ccc(OC)c(C2CCCN2c2cc(C)nc3ncnn23)c1 (centres undefined)	-1	x	5
O=C(NN=Cc1ccc(Cl)cc1Cl)c1n[nH]c2c1CCC2	-6	-2	-2
CCc1nc2ccc(C(=O)Nc3ccc(NC(C)=O)cc3)cn2c1N(CC)Cc1cccc(Br)c1	1	2	-3
C=CCCCCCCCCC(=O)N1CCN(Cc2cc(=O)c(OCc3ccc(-c4ccccc4C#N)cc3)co2)CC1	-13	-6	29
CCN(CC)c1onc(-c2ccccc2)c1CN(Cc1ccccc1)C(=O)c1cccc(F)c1	-11	-7	4
CC(C)(C)C(NS(=O)(=O)c1ccc(F)cc1)c1ccccc1 (centres undefined)	1	x	12
COc1ccc(CC(=O)Nc2cc(C)nn2-c2nc(-c3cccs3)cs2)cc1	-5	-10	-5
Cn1c(COc2ccccc2Cl)nnc1SCC(=O)NCCOc1ccccc1	-8	-8	-7
CC1(C(=O)Nc2ccncc2)CCN1C(=O)C/C=C/c1ccccc1 (centres undefined)	-5	-3	-4
CCOC(=O)CCNC(=O)NCc1nnnn1C1CCCCC1	-9	x	3
CCc1nc2n(n1)C(=O)C(C(c1ccccc1Cl)N1CCN(C)CC1)S2 (centres undefined)	-3	0	-4
C1=CC2CC1CC2CN1CCN(Cc2ccncc2)CC1 (centres undefined)	-11	x	6
CN(C)S(=O)(=O)c1ccc(SCCc2ccncc2)nc1	0	x	14

# Single entries from the list.
# `Cn1c(COc2ccccc2Cl)nnc1SCC(=O)NCCOc1ccccc1` | mcGAS inh: -8
# `C1=CC2CC1CC2CN1CCN(Cc2ccncc2)CC1` (centres undefined) | hcGAS lum: -11
# `CCOC(=O)CCNC(=O)NCc1nnnn1C1CCCCC1` | NPYLR7 ag: 3
# `CC1(C(=O)Nc2ccncc2)CCN1C(=O)C/C=C/c1ccccc1` (centres undefined) | hcGAS lum: -5
# `COc1ccc(CC(=O)Nc2cc(C)nn2-c2nc(-c3cccs3)cs2)cc1` | hcGAS lum: -5
# `CCc1nc2n(n1)C(=O)C(C(c1ccccc1Cl)N1CCN(C)CC1)S2` (centres undefined) | NPYLR7 ag: -4

# Carrying on:
Compound	hcGAS lum	mcGAS inh	NPYLR7 ag
CC1CCN(Cc2nnnn2CC(=O)N2CCCC(C(=O)c3cccnc3)C2)CC1 (centres undefined)	-5&-4	x	24&7
CCOCCn1ccc2c(OCC(N)=O)cccc2c1=O	1	1	-2
Cc1ccc(Cn2c(=O)c3c(nc4n(C(C)C)c(C)c(C)n34)n(C)c2=O)cc1	0	-7	3
Cc1nc(CNC(C)c2ccc(Cl)c(Cl)c2)cs1 (centres undefined)	-11	-6	1
CC(=O)Nc1ccc(O)c(C(=O)N2CCC3(CCOCC3)CC2)c1	-3	x	8
CCCCOC(=O)N1CC(=O)N(Cc2ccc(Cl)cc2)CC(O)C1 (centres undefined)	4	0	-9
CC(C)Nc1nc(N)c(C(=O)c2ccccc2)s1	-5	-7	1
CCCCNC(=O)C1(C)CCCCN1C(=O)c1oc2ccccc2c1C (centres undefined)	-4	0	-8
CCCc1nc2c(c(=O)c3ccccc3n2C)c(=O)n1C1CCCC1	-4	x	9
Cc1cccc(N2CC(C(=O)OCn3nnc4ccccc4c3=O)CC2=O)c1C (centres undefined)	3	-1	-1
COCCN(CC(=O)N(CCc1ccc(OC)c(OC)c1)Cc1ccc(C)o1)C(=O)c1ccco1	-8	-5	9
Cc1noc(C)c1S(=O)(=O)N1CCN(C(=O)c2ccc(Cl)c(Cl)c2)CC1	-5	x	5
Cc1ccccc1C1=NC(C)(CC(=O)NCc2ccc(N(C)C)cc2)ON1C (centres undefined)	-4	x	7
COc1ccccc1-n1ncc2c(=O)[nH]c(SCC(=O)NCc3ccc4c(c3)OCO4)nc21	-3	-7	-3
C=C(C)CS(=O)(=O)c1ccccn1	-4	x	-6
CC(=O)N1C(=O)/C(=C2\SC(=S)N(C(CC(=O)O)C(=O)O)C2=O)c2ccccc21 (centres undefined)	-3	-1	3
CCn1ccnc1[C@@H]1C[C@H]2CN(Cc3cccc(Cl)c3)C(=O)[C@]23CCCN13	3	x	-9
Cc1cccc(NC(=O)CC2CSc3nccc(=O)n32)c1C (centres undefined)	-3	x	0
COCCN(CCOC)C(=O)C(C)(C)Oc1ccc(C(N)=O)cc1	-5	-7	-7
COc1ccc2cnn(-c3cccc(Cl)c3)c(=O)c2c1OC	0	x	10
Cc1nc2n(n1)C(=O)C(C(c1ccc(Br)cc1)N1CCC(O)CC1)S2 (centres undefined)	-1	x	9
CCn1c(N)c(C(=O)CN(Cc2ccco2)C2CCCC2)c(=O)[nH]c1=O	-7	-15	15
COc1cc(COC2CCCN(C(=O)Nc3cccc(Cl)c3)C2)cc(OC)c1 (centres undefined)	-2	-3	6
CC(C)c1cccc(NC(=O)CS(=O)(=O)Cc2ccn(C)c(=O)c2)c1	12	x	1
CCOC(=O)C(C)(C)N(C)C(=O)CNC(=O)Cc1cccc(F)c1	-6	x	4
NC(=O)C1CCCN(CCn2cnc(-c3ccccc3)c2-c2ncc[nH]2)C1 (centres undefined)	-4	x	18
N#Cc1ccc(OCC(=O)NNC(=O)Cc2cccc(C(F)(F)F)c2)cc1	4	x	-1
CC1Cc2cc(-c3cc(CO)no3)ccc2O1 (centres undefined)	-8	x	-5
COc1ccc(-c2nc(CN(C)Cc3ccccn3)c(C)o2)c(F)c1	1	x	0
COC(CNC(=O)C(Cc1c[nH]c2ccccc12)NC(=O)c1ccccc1Cl)OC (centres undefined)	-4	-5	-1
Cc1ccccc1N1CCN(Cc2ccc(C#CCO)s2)C(C)C1 (centres undefined)	-4	x	29
C=CCSc1nnc(-c2cc(Br)ccc2N)c(=O)[nH]1	8	x	-4
O=c1c(N=Nc2ccc(Cl)cc2)c(-c2ccccc2)[nH]n1-c1nc(-c2ccccc2)cs1	23	5	10
OCc1cc(-c2ccc(Cl)cc2)on1	-13	x	-5
CCOCCCn1c(SCc2ccc(OC(F)F)cc2)nc2cc(S(=O)(=O)N3CCOCC3)ccc21	-11	-3	17
COC(=O)c1ccc(C(=O)NC2CC3CCC(C2)N3Cc2ccc3c(c2)OCO3)cc1 (centres undefined)	-7	-8	3
O=C(NCCN1CCOCC1)c1csc(COc2cccc(F)c2)n1	-1	-2	8
O=C(Cc1ccc(-c2ccccc2)cc1)NCC(c1ccsc1)N1CCCC1 (centres undefined)	-9	-7	4
COCC(=O)N(C)CCOc1c(C)ccc(C)c1C	1	-14	12
Cc1nc2ccc(C(=O)N(C)Cc3ccccc3)cn2c1N(C)C(=O)CCc1ccccc1	2	2	-3
O=C(C1CC1)N(Cc1cccc(Cl)c1)CC1CC(c2ccc(F)cc2)=NO1 (centres undefined)	-3	-5	23
CCc1nc([C@H]2CN(C)C[C@@H]2C(=O)NCc2ccccc2OC)c(C)[nH]1	-1	x	0
O=C(NCc1ccccc1)c1cc(C2COCCN2C(=O)CCCc2ccccc2)on1 (centres undefined)	-3	-1	-2
Cc1c(C(=O)N2CCCC3(CC2)CN(C)C(=O)O3)n(C)c2c(C)cccc12 (centres undefined)	-3	x	12
CNC(=O)[C@@H]1C[C@@H](N)CN1Cc1cc(-c2ccccc2)no1	-1	x	4
COc1cc(C2NC(=O)NC(C)=C2C(=O)OCCSC)ccc1OCc1ccccc1 (centres undefined)	-3	-4	-2
Cc1cc(=O)c(C(=O)N2CCC3(CCCN(CC4CCC4)C3)C2)c[nH]1 (centres undefined)	-11	x	20
COc1ccc(NC(=O)c2cnn3c2NC(c2ccco2)CC3C(F)(F)F)c(OC)c1 (centres undefined)	-7	-5	2
CSc1nc(-c2ccccc2)nc2c1CCCC2	1	-3	7
COC(=O)C1=CN(Cc2ccc(OC)cc2)C=C(C(=O)OC)C1c1ccc(OC)c(O)c1	-9	x	5
CCN(CC)C(=O)COC(=O)c1c(C)nsc1N	-4	0	2
COc1ccc(CCC(=O)Nn2c(=O)oc3ccccc3c2=O)cc1	2	0	-1
CC(C)Cc1nc(COC2CCCN(C(=O)C3CCCCC3)C2)no1 (centres undefined)	11	4	x
COc1ccc(C2CC(=O)Nc3ncnn32)cc1 (centres undefined)	-3	x	-1
CCOC(=O)C1(C)CCN1C(=O)c1ccc(OC)c(OC)c1 (centres undefined)	-13	-6	3
CC(=O)c1cc(CC(=O)NC2CC(=O)N(C3CCCCCC3)C2)cs1 (centres undefined)	-10	x	1

# Random excerpt: 3 records from the list.
Compound	hcGAS lum	mcGAS inh	NPYLR7 ag
CC(=O)c1cc(CC(=O)NC2CC(=O)N(C3CCCCCC3)C2)cs1 (centres undefined)	-10	x	1
CCN(CC)C(=O)COC(=O)c1c(C)nsc1N	-4	0	2
COc1ccc(CCC(=O)Nn2c(=O)oc3ccccc3c2=O)cc1	2	0	-1

# (more compounds)
Compound	hcGAS lum	mcGAS inh	NPYLR7 ag
OC(c1ccc(CN(Cc2ccccc2)CC2CCCO2)o1)(c1cccs1)c1cccs1 (centres undefined)	2	1	-8
COc1cccc(-c2cc(C(=O)NC(C)C(C)C)n3nc(-c4ccccc4)cc3n2)c1 (centres undefined)	-1	-4	2
CCc1ncc2c(n1)CN(C(=O)Cc1ccccc1OCc1ccccc1)C2	0	-7	5
CC(C)c1cc(CN2CCC(c3ccnc(-c4cccc(O)c4)c3)C2)on1 (centres undefined)	-11&-1	-18	12&6
COCC(=O)Nc1cccc(-c2ccc(F)c(CO)c2)c1	-6	x	7
O=C(CCC1CCN(C(=O)c2ccsc2)CC1)NC1CC1	-9	x	3
COc1cc(NC(=O)c2ccccn2)ccc1Cl	-5	x	-12
O=C(c1cc2c(s1)CN(C1CCCC1)C2)N1CCN(C2CCCCC2)CC1	-6	-2	x
O=C(N=C1N=C2C=CC(I)=CN2Cc2ccccc21)c1ccc2ncccc2c1	-4	-10	-4
O=C1NC2(CCCCC2)C(=O)N1CCOc1ccc(Cl)cc1Br	-7	x	3
Cn1c(NCC2CCCO2)nc2cnc(-c3ccsc3)cc21 (centres undefined)	-3	-9	5
CCC(C)N(Cc1ccncc1)Cc1ccc2cccc(O)c2n1 (centres undefined)	3	7	5
